Screening data as filed in PubChem BioAssay.
UDG counter – UDG inhibition counter-screen. FRET deamination/UDG coupled assay, UDG read, 4 h. Potency, µM (highest dose often 115 µM), without a hit: at the top dose activity change, negative = inhibition, actives largely listed as inhibitors. 91,000 compounds, 0.14% hits; further: nearly all actives have a fitted effect of over 65% in size
AID inh – inhibitors of human activation induced cytidine deaminase; AID 1347428; AID deamination FRET fluorescence, UDG-coupled, 4 h; Q9GZX7; Potency, µM (doses to about 115 µM), for the others: at the highest dose activity change, negative = inhibition, hits mostly inhibitors; 91,000 compounds, 0.32% hits; further: nearly all actives have a fitted effect of over 25% in size
Target sequence (Q9GZX7 whole entry, looked up): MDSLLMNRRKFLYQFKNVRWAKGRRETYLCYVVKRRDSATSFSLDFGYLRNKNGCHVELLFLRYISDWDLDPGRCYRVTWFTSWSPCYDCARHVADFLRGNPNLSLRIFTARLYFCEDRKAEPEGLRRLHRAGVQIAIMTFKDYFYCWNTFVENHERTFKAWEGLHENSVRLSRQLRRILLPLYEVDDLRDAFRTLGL
* hit, by the source's call; ? = inconclusive; [ ] = another dose, or the depositor's remark. The call rests on the fitted dose curve; in most records, active means well fitted curve in the direction sought with a large enough effect; inconclusive means small, poorly fitted or top-dose-only effect, or another doubt; inactive means no such curve, though single readings can be large; an effect the other way counts as inactive or inconclusive. On the % scale 0 is the no-effect control and ±100 the full control effect; potency means the concentration at half of the fitted maximal effect.

SMILES | UDG counter | AID inh
COC(=O)c1ccccc1NC(=O)c1ccc(=O)n(Cc2cccc(C)c2)c1 | -8% | ?
CSc1ccccc1NC(=O)/C(=C/c1ccco1)c1ccccc1 | -12% | -10%
COC(=O)c1cc2oc(C)cc2n1CC(=O)Nc1ccc(C)cc1C | 4% | 23%
COC(=O)c1cc(NC(=O)c2sc3ncn(Cc4cccc(F)c4)c(=O)c3c2C)cc(C(=O)OC)c1 | -15%[57.5 µM] | -29%
CCc1ccccc1NC(=O)c1ccc2c(c1)N(Cc1cc(C)ccc1C)C(=O)c1ccccc1S2(=O)=O | -5% | -10%
OCCNc1nc(Nc2cccc(Cl)c2)nc2nccnc12 | 1% | 79µM*
CCCn1c(=O)[nH]c(=O)c2c1nc(-c1ccccn1)n2CCOC | 10% | 15%
CCN(CC)c1ccc2cc(-c3nc(-c4cccs4)no3)c(=O)oc2c1 | -3% | 13%
Cc1c(C(=O)N2CCC(C)CC2)c(S(=O)(=O)NCc2ccccc2)c(C)n1C | -1% | 12%
CCOP(=O)(OCC)c1nc(-c2cccc([N+](=O)[O-])c2)oc1NCc1ccc(OC)cc1 | -4% | -1%
COc1ccc(CNC(=O)Cc2nc(-c3cccs3)oc2C)cc1 | -6% | -1%
CCCCCCCCCCS(=O)(=O)N/N=C/c1cccc([N+](=O)[O-])c1 | -10% | -12%
CC(NC(=O)c1ccc2nc(CCc3ccccc3)oc2c1)c1ccccc1 (stereo not drawn) | 11% | 3%
CCc1cc2c(cc3c(=O)n(CC(=O)N4CCN(c5cc(Cl)ccc5C)CC4)nc(CC)n32)s1 | -8% | -7%
Cc1nc(N2CCOCC2)c2c(C(=O)N3CCN(c4ccccc4F)CC3)c(C)oc2n1 | -1% | 7%

Next section.
SMILES | UDG counter | AID inh
CCOc1cc2[nH]c(=O)n(CCCCC(=O)N3CCN(c4cccc(Cl)c4)CC3)c(=O)c2cc1OCC | 5% | -1%
O=C(CCl)NC(NC(=O)CCl)c1ccccc1F | -6% | -15%
Cc1ccc(C)c(-c2ccc3ccccc3n2)c1 | -4% | -3%
O=C(c1ccc(Br)cc1)N(Cc1cccs1)c1ccc(F)cc1 | -14% | ?
O=C(c1ccc(O)cc1)C1CCN(C(=O)c2cccc(C(F)(F)F)c2)CC1 | -2% | 1%
Cc1cccc(N2CCN(C(=O)c3ccc4c(c3)c(C)c(C)n4C)CC2)c1C | -22% | 22%
O=C(Nc1cccc(C(F)(F)F)c1)c1cc2nc(-c3ccccc3)cc(C(F)(F)F)n2n1 | 3%[57.5 µM] | -6%
Cc1cc(OCC(=O)OC(C)(C)C)c2c(-c3ccccc3)cc(=O)oc2c1 | -1% | -13%
COc1ccc(NC(=O)Cn2c(=O)n(Cc3nc(C)no3)c(=O)c3cc4c(cc32)OCO4)cc1OC | 10% | 15%
Cc1ccn2c(Nc3ccccc3C)c(-c3ccccc3)nc2c1 | -5% | ?
Cc1cc(C)cc(-n2c(SCC(=O)Nc3ccc4c(c3)OCO4)nc3c([nH]c4ccccc43)c2=O)c1 | -4% | 84%[activator]
CCCn1cc(S(=O)(=O)c2ccc(CC)cc2)c(=O)c2cc(F)c(N(CC)CC)cc21 | 3% | ?
CN(C)CCNC(=O)CN1C(=O)CCn2nc(-c3cn(C)c4ccccc34)cc21 | 0% | 15%
COc1cccc(Cc2nc3ccccc3nc2SCC(=O)N2CCCCC2C)c1 (stereo not drawn) | -3% | ?
CCOC(=O)c1oc2ccccc2c1COC(=O)CNC(=O)c1ccc2c(c1)OCO2 | 3% | 1%

(cont.)
SMILES | UDG counter | AID inh
Cc1cc(C)cc(NC(=O)Cn2c(=O)n(-c3ccc(C)c(C)c3)c(=O)c3oc4ccccc4c32)c1 | 0% | 7%
CCN(CC)CCCNC(=O)c1cn(C)c2ccc(S(=O)(=O)N3CCOCC3)cc2c1=O | -5%[57.5 µM] | 9%[57.5 µM]
Cc1ccc(CNC(=O)C2CCN(c3ncnc4c3nc3n4CCCCC3)CC2)cc1 | -17% | -28%
Cc1c(C)n(Cc2ccccc2)c2ccc(C(=O)NCc3ccccc3F)cc12 | ? | 18%
COc1ccc2[nH]cc(CCN=C(NC(=O)c3ccccc3F)Nc3nc(C)cc(C)n3)c2c1 | 6% | 11%
O=C(NCC(c1ccco1)S(=O)(=O)c1cccs1)c1ccc(Cl)cc1 (stereo not drawn) | -6% | -6%
Cc1nnc(N2CCN(C(=O)Nc3cccc(C(F)(F)F)c3)CC2)c2nn(-c3ccccc3)c(C)c12 | -23% | -3%
Cn1c(=O)n(Cc2ccccc2)c(=O)c2c1nc1n2CCN1c1ccccc1 | -2% | 8%
CSc1nc2c(c(=O)[nH]c(=O)n2C)n1Cc1ccccc1 | 0% | -2%
Cc1ccc(CCNC(=O)Cn2c(-c3cccs3)cc3cc(F)ccc32)cc1 | -2% | 2%
COc1cccc(CNc2ncnc3c2nnn3C)c1 | -4% | -14%
CCc1ccc(C(=O)c2cn(CC(=O)Nc3ccc4c(c3)OCO4)c3ccc(CC)cc3c2=O)cc1 | -6% | ?
CCc1ccc(-n2nc(CO)c(C(=O)NCCCc3ccccc3)n2)cc1 | -7%[57.5 µM] | 5%
CCC1(c2ccc(C)cc2)NC(=O)N(Cc2ncc(-c3ccccc3)o2)C1=O (stereo not drawn) | -2% | -8%
O=C(Nc1ccc2oc(-c3cc(Br)ccc3Cl)nc2c1)c1ccc2ccccc2c1 | -5%[57.5 µM] | 23%[57.5 µM]

With a hit mark in AID inh, among the entries above:
canonical_smiles,AID inh
OCCNc1nc(Nc2cccc(Cl)c2)nc2nccnc12,79µM*

The list continues.
SMILES | UDG counter | AID inh
O=C1CC(c2nc(-c3cccc(Cl)c3)no2)CN1c1ccc2c(c1)OCCO2 (stereo not drawn) | -8% | -12%
CN(Cc1ccc(C#N)cc1)Cc1ccco1 | 1% | 3%
CC(=O)c1sc(-c2ccc(F)cc2)nc1C | -5% | -3%
Cc1cccc(NC(=O)c2ccc(F)c(S(=O)(=O)N(C)C3CCCCC3)c2)c1 | -12% | -19%
FC(F)(F)c1cc(-c2cccs2)nc(SCc2ccccc2)n1 | 0% | 2%
CC(=O)c1ccc(S(=O)(=O)NCCC(=O)NC2CCC(C)CC2)cc1 (stereo not drawn) | -1% | 2%
CCOc1ccc(CCNC(=O)CN2CCN(Cc3ccc(Cl)cc3)C2=O)cc1OCC | -8% | -4%
CCC(N)(C(=O)O)c1cccc(Cl)c1 (stereo not drawn) | 3% | 3%
COc1ccc(Nc2cc(C)c3cc(NC(=O)c4ccccc4Cl)ccc3n2)cc1 | -5% | ?
COc1ccccc1C(=O)COC(=O)c1cc(S(N)(=O)=O)ccc1F | 0% | 3%
CCc1nnc(NC(=O)c2cc(-c3ccccc3OC)on2)s1 | -3% | -11%
Cc1oc2ccc(O)c(CN3CCN(Cc4ccccc4)CC3)c2c1C(=O)Nc1cccc(Cl)c1C | -7% | -5%
O=C(CSc1n[nH]c(-c2ccccc2F)n1)Nc1ccc2c(c1)OCCCO2 | -6% | -6%
CC(C)CCN(CC(=O)NC(N)=O)C1CC1 | 0% | 4%
Cc1ccc(C(=O)NC2CC(C)(C)NC(C)(C)C2)cc1C | 2% | 1%

(listing goes on)
SMILES | UDG counter | AID inh
COc1ccc(CCNC(=O)c2cn(C)c3ccc(S(=O)(=O)N4CCOCC4)cc3c2=O)cc1OC | 5%[57.5 µM] | -4%[57.5 µM]
COc1ccc2c(c1)cc1c(=O)n(CC(=O)NC3CCCCC3)nc(C)n12 | 43%[activator] | 11%
Brc1csc(CN2CCc3nc(Nc4ccccc4)ncc3C2)c1 | -4% | ?
Cc1ccc(NC(=O)C(C)C)cc1NC(=O)C1(C)CC1(Cl)Cl (stereo not drawn) | 3% | 6%
CCNC(=O)NC(=O)CNc1ccccc1N(C)Cc1ccccc1 | 9% | 28%
Cc1ccc(CN2CCN(C3CCN(C(=O)c4ccc(C)cc4)CC3)C(=O)C2=O)cc1 | 4% | 7%
CCCn1c2ccccc2c2cnn(CC(=O)NCCc3ccc(OCC)c(OCC)c3)c(=O)c21 | -6% | -3%
CC(C)c1ccc(Nc2cc(C(=O)NC3CCCCC3)c3ccccc3n2)cc1 | -5% | 3%
CCn1c(C(=O)Nc2cc(C)cc(C)c2)cc2sc(Cl)cc21 | -4% | 10%
CN(CC(=O)NC(C1CC1)C1CC1)c1ccccc1 | -1% | -8%
O=C(CCC1CCCCC1)Nc1ccc(I)cc1 | 5% | 9%
O=C(NC1CCN(C(=O)c2cc(C3CC3)nc3ccccc23)CC1)C1CC1 | -3% | -3%
CCOc1cc(CNC(=O)c2ccc3c(c2)N(C)C(=O)C2CCCCN32)ccc1OC (stereo not drawn) | 16% | -1%
Nc1nccnc1C(=O)NCc1ccccn1 | -5% | -3%
CCOc1ncccc1C(=O)Nc1cc(S(=O)(=O)N(C)C)ccc1C | -4% | -5%

Continuation.
SMILES | UDG counter | AID inh
COc1ccc(Cl)c(Cn2c(NCCN)nc3c2c(=O)n(C)c(=O)n3C)c1 | -5% | 1%
CC(=O)Nc1ccc(Nc2ncnc3c2c(-c2ccccc2)cn3-c2ccccc2)cc1 | -10%[57.5 µM] | -20%
CCOc1nc2ccccc2nc1N1CCC(C(N)=O)CC1 | 6% | 1%
COc1cccc(NC(=O)c2sc(-n3nc(C)c(Cc4ccccc4Cl)c3C)nc2C)c1 | -2% | -3%
Cc1ccc(C(=O)N2CCC(c3nc4cc(C(F)(F)F)ccc4s3)CC2)cn1 | -3% | -9%
O=C(CCc1nc2ccccc2s1)NC1CCCCCC1 | -3% | -7%
CCOC(=O)c1c(C)[nH]c(C)c1S(=O)(=O)NCC(=O)NCc1cccc(Br)c1 | 6% | -13%
O=C(Cn1nc(N2CCN(c3ccccc3)CC2)ccc1=O)NCc1cccc(Cl)c1 | -10%[57.5 µM] | -23%
Clc1ccccc1CNc1n[nH]c(-c2cccs2)n1 | 6% | -3%
COc1ccc(C(=O)Nc2ccc3nc(SCC(=O)N4CCCc5ccccc54)sc3c2)cc1 | -8%[57.5 µM] | 35%[activator]
Cc1cc(N2CCC(C(=O)Nc3ccc(F)cc3C)CC2)n2nc(C)c(-c3ccc(Cl)cc3)c2n1 | 3% | 6%
CC(C)=CC(=O)Nc1ccc(Br)cc1F | 1% | 3%
O=C(NC1CCCc2ccccc21)c1ccc2ncsc2c1 (stereo not drawn) | 6% | -3%
Cc1ccccc1C(=O)OC1CCN(C)CC1 | 5% | 2%
Cc1oc(-c2ccccc2)nc1CC(=O)Nc1ccc(O)c2ccccc12 | -3% | 12%

The results go on.
SMILES | UDG counter | AID inh
Cc1ccc(-c2noc(-c3ccc(N4CCCCC4C)c([N+](=O)[O-])c3)n2)cc1 (stereo not drawn) | ? | 3%
COc1ccc(CC(=O)NCC(c2ccc(N(C)C)cc2)N2CCOCC2)cc1 (stereo not drawn) | -28% | 38%[activator]
CCOC(=O)CN1C(C(=O)c2ccccc2)=C(OC(=O)C(C)(C)C)c2ccccc2S1(=O)=O | -7% | 3%
CCC(=O)N1CCc2cc(S(=O)(=O)NCCC(=O)Nc3ccc(OC)c(Cl)c3)ccc21 | -3% | -4%
O=C(/C=C/c1cccc(Br)c1)c1ccc(N2CCOCC2)cc1 | -6% | -26%
O=C(Cn1c(=O)n(Cc2ccccc2)c(=O)c2sc3ccccc3c21)NCc1ccccc1Cl | -8% | -1%
CCn1cc2nc(SCc3cccc(OC)c3)n(Cc3ccc(Cl)cc3)c(=O)c2n1 | ? | ?
COc1ccc(-c2nc3c(c(SCC(=O)N4CCCCC4)n2)Cc2cc(Cl)ccc2O3)cc1 | -12% | 4%
CCn1c(=O)n(CC)c2cc(N3CCCCC3)c(NC(=O)Nc3cc(C)cc(C)c3)cc21 | -13% | 11%
Cc1ccccc1NC(=O)CCC1CCCO1 (stereo not drawn) | -10% | -5%
CC1CCc2nc3ccccc3c(C(=O)Nc3ccccc3F)c2C1 (stereo not drawn) | 0% | 16%
CC(=O)N(Cc1cc2cccc(C)c2[nH]c1=O)C(C)(C)C | 2% | 0%
CC(Oc1ccc(/C=C(/C#N)c2nc3ccccc3[nH]2)cc1)C(=O)O (stereo not drawn) | -9% | -9%
Cc1ccc(NC(=O)CC(C)n2ccnc2)cc1Cl (stereo not drawn) | 4% | -5%
Cc1ccc(S(=O)(=O)c2cn(CC(=O)Nc3cccc(C)c3)c3cc4c(cc3c2=O)OCO4)cc1 | -13% | -19%

Exported field by field: part of the list above.
structure: O=C(/C=C/c1cccc(Br)c1)c1ccc(N2CCOCC2)cc1
  UDG counter = -6%
  AID inh = -26%
structure: O=C(Cn1c(=O)n(Cc2ccccc2)c(=O)c2sc3ccccc3c21)NCc1ccccc1Cl
  UDG counter = -8%
  AID inh = -1%

(cont.)
SMILES | UDG counter | AID inh
O=c1c2oc3ccccc3c2n(Cc2ccccc2)c(=O)n1Cc1ccc2c(c1)OCO2 | -6% | -28%
Cn1nnnc1SCCCNCc1cc(Br)ccc1OCc1ccccc1 | -4% | -17%
Cc1cccc(C)c1OC(=O)c1ccc(C#N)cc1 | 7% | -7%
COc1ccc(CCC(=O)OCC(=O)Nc2ccccc2OC(F)F)cc1OC | 9% | -9%
Cc1ccc2cc(C(=O)O)[nH]c2c1 | -6% | -3%
CCn1nc(C(=O)N(Cc2ccc(OC)cc2)C(C)Cc2cccs2)c2ccccc2c1=O (stereo not drawn) | -13% | -27%
COc1cccc(C(=O)Nc2cccc(C(=O)OCc3cc(=O)n4c5c(sc4n3)CCCC5)c2)c1 | -3% | -2%
O=C(CCc1ccccc1)Nc1ccc(Cc2ccncc2)cc1 | 4% | 0%

Only part of the results is shown; count on the stated rates, not on these rows.
